ALDH1A1 inh: ALDH1A1 (human) enzyme inhibition; P00352; Purified ALDH1A1, NADH fluorescence, propionaldehyde substrate; Potency, µM (titrated, usually from 75.3 µM), without a hit: top-dose activity, negative = inhibition, actives largely listed as inhibitors; 7.3% of 220,000 active; active means well fitted inhibition curve with a large enough effect, not every such curve was filed as active; inconclusive means small, poorly fitted or top-dose-only effect, or another doubt; inactive means no such curve, though single readings can be large or run the other way;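 further: plate controls were no enzyme wells and a reference inhibitor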
GAA glycogen mod: GAA glycogen-cleavage inhibition or activation. Potency, µM (doses to about 76.4 µM), without a hit: at the highest dose activity change, negative = inhibition, usual class: inhibitors. 0.38% of 300,000 active. recombinant GAA, glycogen substrate, Amplex Red glucose oxidase fluorescence;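 further: 0% = full enzyme reaction and -100% = no-enzyme basal signal; the screen sought inhibitors and activators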
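Recombinant human enzyme (4 nM); glycogen substrate; 37 C, 40 min, pH 5.0. Readout: coupled glucose oxidase/Amplex Red fluorescence.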
SMN2 splice up: enhancers of SMN2 splice variant expression. HEK293 SMN2-luciferase splicing reporter, luminescence, 30-36 h. Potency, µM (titrated, usually from 46.1 µM), without a hit: top-dose activity change, positive = activation, actives largely listed as activators. 2.8% of 210,000 active. AID 1458; further: % of control where 0% means no effect; nearly all actives have a fitted effect of over 55% in size
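qHTS luciferase splicing reporter: luminescence rises when SMN2 exon 7 is included in transfected HEK293 cells. Compound exposure lasted 30-36 h at 37C, with 4.5 mM final sodium butyrate as control, followed by a ONE-Glo read.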
GoLoco inh red: blocks human Gai1 binding to RGS12 GoLoco peptide, red readout; P63096; Gai1:RGS12 GoLoco peptide FP, rhodamine, 10 min; Potency, µM (series often up to 61.6 µM), without a hit: top-dose activity, negative = inhibition, most hits filed as inhibitors; 0.44% of 230,000 active; AID 880; active means well fitted inhibition curve with a large enough effect, not every such curve was filed as active; inactive means no such curve, though single readings can be large or run the other way; further: on the % scale 0 is the no-effect control and ±100 the full control effect; nearly all actives have a fitted effect of over 30% in size; many of its hits are not listed in these tables
Target sequence (P63096 whole entry, looked up): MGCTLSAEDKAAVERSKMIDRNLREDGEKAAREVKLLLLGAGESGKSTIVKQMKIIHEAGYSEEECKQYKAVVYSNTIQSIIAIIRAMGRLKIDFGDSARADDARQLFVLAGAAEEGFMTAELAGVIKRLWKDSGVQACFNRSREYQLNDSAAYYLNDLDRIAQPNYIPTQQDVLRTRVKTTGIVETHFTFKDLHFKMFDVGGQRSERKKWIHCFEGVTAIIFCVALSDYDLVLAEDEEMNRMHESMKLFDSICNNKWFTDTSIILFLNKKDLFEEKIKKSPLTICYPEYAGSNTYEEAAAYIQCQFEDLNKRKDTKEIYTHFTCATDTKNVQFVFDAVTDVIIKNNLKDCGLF
aGal spleen mod: inhibits or activates alpha-galactosidase in human spleen homogenate | human spleen homogenate, 4MU-alpha-Gal fluorescence, 40 min | Potency, µM (highest dose often 80 µM), for inactives: top-dose activity change, negative = inhibition, actives largely listed as inhibitors | 0.008% of 240,000 active | AID 2107;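 further: 0% = enzyme with vehicle and -100% = no enzyme basal signal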
Target sequence (P06280 32-429 limits assumed): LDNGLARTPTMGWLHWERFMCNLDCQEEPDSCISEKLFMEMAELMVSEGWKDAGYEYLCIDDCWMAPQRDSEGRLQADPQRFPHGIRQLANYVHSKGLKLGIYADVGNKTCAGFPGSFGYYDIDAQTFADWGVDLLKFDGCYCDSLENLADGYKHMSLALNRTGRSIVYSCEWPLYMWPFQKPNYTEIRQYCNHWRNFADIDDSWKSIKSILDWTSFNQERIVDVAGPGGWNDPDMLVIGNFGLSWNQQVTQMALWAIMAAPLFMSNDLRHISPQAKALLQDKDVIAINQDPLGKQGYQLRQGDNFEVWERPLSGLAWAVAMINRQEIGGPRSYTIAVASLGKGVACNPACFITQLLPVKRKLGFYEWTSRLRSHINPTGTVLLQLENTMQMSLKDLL
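Inhibition or activation of alpha-galactosidase in human spleen homogenate is scored by 4-MU fluorescence after 40 min at 37C, pH 5.0, with 1 mM substrate. AC50s come from concentration-response fitted to the Hill equation.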
KDM4E inh: inhibitors of human JMJD2E histone demethylase | JMJD2E catalytic domain, FDH-coupled NADH fluorescence (FDH is formaldehyde dehydrogenase) | Potency, µM (series often up to 57.1 µM), without a hit: at the top dose activity change, negative = inhibition, most hits filed as inhibitors | 1.6% of 230,000 active | AID 2147 | B2RXH2; active means well fitted inhibition curve with a large enough effect, not every such curve was filed as active; inconclusive means small, poorly fitted or top-dose-only effect, or another doubt; inactive means no such curve, though single readings can be large or run the other way;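 further: 0% = wells with enzyme and -100% = buffer wells without enzyme; nearly all actives have a fitted effect of over 50% in size; many of its hits are not listed in these tables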
Target sequence (B2RXH2 1-337 limits assumed): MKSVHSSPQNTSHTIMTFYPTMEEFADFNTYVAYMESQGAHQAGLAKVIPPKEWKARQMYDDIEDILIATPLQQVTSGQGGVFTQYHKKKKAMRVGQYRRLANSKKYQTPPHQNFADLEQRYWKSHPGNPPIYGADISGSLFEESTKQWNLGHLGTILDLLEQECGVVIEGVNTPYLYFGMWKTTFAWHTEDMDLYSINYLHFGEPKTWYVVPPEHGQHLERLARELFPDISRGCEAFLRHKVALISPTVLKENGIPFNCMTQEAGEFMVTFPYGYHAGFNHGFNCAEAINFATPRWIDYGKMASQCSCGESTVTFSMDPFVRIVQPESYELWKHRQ
GAA inhib: inhibitors of human lysosomal alpha-glucosidase; Potency, µM (series often up to 76.9 µM), inactives show at the highest dose activity change, negative = inhibition, actives largely listed as inhibitors; purified human GAA, 4-MU-alpha-glucoside fluorescence; 0.005% of 200,000 active; P10253;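 further: plate controls were uninhibited enzyme wells for no effect and no-enzyme background for full effect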
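Enzyme (4 nM final) mixed with compound (up to 77 uM), then 4-MU-alpha-D-pyranoside (400 uM final) added; 20 min at room temperature, pH 5.0. Reaction stopped at pH 10, fluorescence read, AC50 derived by Hill fit.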
aGlu spleen mod: lysosomal alpha-glucosidase (human) modulation | P10253 | human spleen homogenate, 4-MU-alpha-glucoside fluorescence | 0.006% of 240,000 active | AID 2112 | Potency, µM (series often up to 79.9 µM), for inactives: at the highest dose activity change, negative = inhibition, most hits filed as inhibitors;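 further: 0% = enzyme with vehicle and -100% = no enzyme basal signal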
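Compounds were titrated against alpha-glucosidase in spleen homogenate at pH 5.0, with 1 mM 4-methylumbelliferyl substrate for 40 min at 37 C. Reactions were quenched with pH 10 NaOH/glycine and fluorescence measured.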
Active calls of the source: *; u = inconclusive; x = no result given; & = joins results of further samples; [ ] = dose if it differs, or a comment. Unless noted, the call rests on the fitted dose curve; in most records, active means well fitted curve in the direction sought with a large enough effect; inconclusive means small, poorly fitted or top-dose-only effect, or another doubt; inactive means no such curve, though single readings can be large; an effect the other way counts as inactive or inconclusive. Potency means the concentration at half of the fitted maximal effect.

Sequence of screens – ALDH1A1 inh	GAA glycogen mod	SMN2 splice up	GoLoco inh red	aGal spleen mod	KDM4E inh	GAA inhib	aGlu spleen mod
- O=C(Nc1ccc2oc(-c3ccccc3)nc2c1)C1CCCO1 (stereo not given)
 : u	6%	11µM*	-6%	-4%	u	-16%	0%
- O=C(c1ccco1)N1CCC2(CC1)CN(c1ccccn1)C2
 : u	x	-11%	-3%	4%	x	x	-5%
- Cc1ccc(C)c(NC(=O)C2=CCN(S(=O)(=O)c3ccc(F)cc3)CC2)c1
 : 12%	0%	3%	10%	-2%	-1%	0%	-1%
- Cc1cccc(NC(=O)c2cc(NC(=O)C3CC=CCC3C(=O)O)ccc2N2CCOCC2)c1 (stereo not given)
 : 3.2µM*	-1%	19%	8%	14%	-4%	-4%	-13%
- Cc1nc2ncnn2c(N2CCCC(C(=O)Nc3ccc4c(c3)CCC4)C2)c1C (stereo not given)
 : u	38%	-38%[inhibitor]	-9%	12%	u	4%	12%
- O=C(Cn1cnc2c(nnn2Cc2ccccc2F)c1=O)NCC1CCCO1 (stereo not given)
 : -5%	-4%	-9%	-1%	5%	-9%	-4%	-5%
- CN1CCN(CC(=O)Nc2cc(N3CCOCC3)ccc2[N+](=O)[O-])CC1
 : 4%	14%	-17%[1.84 µM]	0%	-5%	1%	-2%	-20%
- O=C(OCc1nnc(-c2ccccc2)o1)c1ccc2ccccc2n1
 : 5%	3%	-8%	8%	-3%	-5%	5%	7%
- C=CCNC(=O)CC1C(=O)NCCN1Cc1c(F)cccc1Cl (stereo not given)
 : 5%	-1%	2%	81%[activator]	5%	3%	10%	6%
- CCCCN(CC)Cc1ccc(CNC(=S)Nc2cccc(F)c2)o1
 : 14µM*	-1%	-28%	-13%	-3%	-17%	u	-9%
- COCCNC(=O)[C@@]1(C)C=C[C@@H](Cc2ccccc2)N1C(=O)c1ccccc1
 : -3%	11%[76.3 µM]	21%	3%	1%	-8%	x	-1%
- CSC1=C(C#N)C(c2ccncc2)C(C(=O)Nc2ccccc2)=C(C)N1 (stereo not given)
 : u	u	13%	0%	1%	-5%	3%	7%
- CCc1ccc(C(=O)CN2C(=O)NC(C)(CCc3ccccc3)C2=O)cc1 (stereo not given)
 : 5%	-4%	10%	26%	1%	9%	-11%	3%
- COc1ccc(-c2nc(CN(C)C(C)c3ccon3)c(C)o2)c(C)c1C (stereo not given)
 : -5%	-8%	x	-2%	9%	-6%	-11%	-4%
- COc1ccc(CN(C)Cc2nc3cc(OC)c(OC)cc3c(=O)[nH]2)c(OC)c1
 : 7%	10%	-10%	20%	3%	-8%	6%	0%
- O=C(/C=C/c1ccccc1)Nc1ccc(C(=O)N2CCCCC2)cc1
 : u	-9%	x	4%	-5%	-4%	-9%	-7%
- Cc1cc(NC(=S)NC(=O)C2CC2)ccc1Br
 : u	-4%	x	x	-7%	-12%	1%	-3%
- Cc1nn(CCOc2ccccc2)c(=O)n1-c1ccc(F)cc1
 : 8%	11%	19%	4%	0%	-4%	-5%	0%
- CC1CCC/C(=N/Nc2nc3ccccc3s2)C1 (stereo not given)
 : u	u	11µM*	-1%	3%	-25%	-4%	-12%
- Cc1ccc(NC(=O)CC2NCCNC2=O)cc1Cl (stereo not given)
 : 1%	-5%	12%	11%	-5%	0%	-10%	2%

(next part)
Sequence of screens – ALDH1A1 inh	GAA glycogen mod	SMN2 splice up	GoLoco inh red	aGal spleen mod	KDM4E inh	GAA inhib	aGlu spleen mod
- COc1ccc(C(=O)CN2C(=O)c3ccccc3S2(=O)=O)cc1
 : x	-5%	x	-8%	9%	3%	x	0%
- CCOC(=O)c1c(NC(=O)CSc2nncs2)sc(C)c1C
 : -8%	3%	-20%	-1%	-8%	5%	-3%	-14%
- COc1cc(C(=O)Nc2ccc3c(c2)OCO3)ccc1-n1cnnn1
 : -11%	7%	-11%	4%	9%	-4%	6%	1%
- Cc1cc(Br)ccc1OCc1nc(-c2cccnc2)no1
 : -4%	-1%	u	4%	12%	-2%	-3%	-16%
- O=C(NNC1CC(=O)N(c2ccccc2)C1=O)c1ccc(COc2ccccc2Cl)o1 (stereo not given)
 : -9%	-8%	5%	1%	3%	-4%	1%	2%
- Cc1noc(C)c1CSc1nnc(-c2ccccc2)n1Cc1ccco1
 : -3%	4%	8%	12%	1%	-3%	u	3%
- CCCCCC(=O)Nc1ccc(S(=O)(=O)Nc2ccc(Cl)nn2)cc1
 : 0%	10%	-54%[inhibitor]	-3%	-12%	2%	2%	-9%
- NC(=O)CC(NC(=O)c1ccccc1)c1ccc(NCc2ccc(F)cc2)c([N+](=O)[O-])c1 (stereo not given)
 : x	2%	x	-10%	6%	-15%	x	-20%
- Clc1ccc(-c2cc3ccccc3nc2N2CCCC2)cc1
 : u	-3%	-34%	0%	-5%	u	5%	-6%
- CCCCN(C)C(=O)CCCCn1c(=O)[nH]c2cc(OCC)c(OCC)cc2c1=O
 : u	6%	-17%	3%	9%	u	3%	2%
- CCOC(=O)c1sc(-c2ccccc2)cc1NC(=O)c1ccc(S(=O)(=O)N(CCOC)CCOC)cc1
 : u	-6%	0%	8%	13%	-9%	3%	3%
- Cc1ccccc1NC1=C(C(=O)c2ccccc2)N(C)S(=O)(=O)c2ccccc21
 : 5%	-4%	-25%	-6%	2%	-3%	-3%	-7%
- O=C(O)CN(CC(=O)O)CC(=O)O
 : -2%	x	6%	2%	-12%	x	x	4%
- CCCCC(=O)NCCNC(=O)c1cc(OCC(F)(F)F)ccc1OCC(F)(F)F
 : 6%	0%	-20%	6%	0%	2%	0%	2%
- Cc1ccc2c(c1)c1c3n2CCCNC3CCC1 (stereo not given)
 : -2%	18%	8%	12%	4%	-4%	-8%	-3%
- COc1ccccc1NC(=O)CSc1nc2ccccc2c(=O)n1CCNC(C)=O
 : -3%	7%	21%	7%	-8%	-15%	-2%	2%
- COc1cc2cc(CN(CCN3CCCC3)C(=O)Nc3ccccc3Cl)c(=O)[nH]c2cc1OC
 : u	-3%	7%	14%	26%	u	u	0%
- O=C(Oc1cccc2cccnc12)c1cccs1
 : -5%	-15%	15%	-6%	2%	u	6%	4%
- C=CCOc1ccc(CC(=O)O)cc1Cl
 : 15%	x	x	-7%	8%&-3%	x	x	5%&-14%
- COc1cccc(-c2nnn(CCC(=O)O)n2)c1
 : 21%	4%	-7%	-13%	3%	-2%	-9%	-1%

Full records, looked up by structure. Order of values: ALDH1A1 inh | GAA glycogen mod | SMN2 splice up | GoLoco inh red | aGal spleen mod | KDM4E inh | GAA inhib | aGlu spleen mod
`O=C(/C=C/c1ccccc1)Nc1ccc(C(=O)N2CCCCC2)cc1` in the list: u | -9% | x | 4% | -5% | -4% | -9% | -7%
`Cc1ccc2c(c1)c1c3n2CCCNC3CCC1` (stereo not given) in the list: -2% | 18% | 8% | 12% | 4% | -4% | -8% | -3%
`COc1cccc(-c2nnn(CCC(=O)O)n2)c1` in the list: 21% | 4% | -7% | -13% | 3% | -2% | -9% | -1%
`COCCNC(=O)[C@@]1(C)C=C[C@@H](Cc2ccccc2)N1C(=O)c1ccccc1` in the list: -3% | 11%[76.3 µM] | 21% | 3% | 1% | -8% | x | -1%
`C=CCNC(=O)CC1C(=O)NCCN1Cc1c(F)cccc1Cl` (stereo not given) in the list: 5% | -1% | 2% | 81%[activator] | 5% | 3% | 10% | 6%

Later entries:
Sequence of screens – ALDH1A1 inh	GAA glycogen mod	SMN2 splice up	GoLoco inh red	aGal spleen mod	KDM4E inh	GAA inhib	aGlu spleen mod
- O=C(CSc1nnc(COc2ccc(Cl)cc2)o1)N1CCN(c2ccccc2)CC1
 : -5%	2%	-29%	7%	1%	-3%	0%	1%
- C/C(=N\Nc1ncc(Cl)cc1Cl)c1ccccn1
 : -15%	2%	-88%[inhibitor]	2%	-7%	1%	0%	1%
- CC1(C)COC(Cn2c3ccccc3c3ccccc32)O1 (stereo not given)
 : x	-2%	x	-6%	-2%	-21%	x	0%
- O=C(CSc1ncn(-c2ccccc2)n1)N1CCc2ccccc21
 : u	0%	17%	-19%	-7%	-7%	-6%	0%
- O=C(NC(=O)c1ccccc1)OCCN1C(=O)c2ccccc2C1=O
 : -11%	2%	-12%	-5%	5%	1%	3%	2%
- O=C(c1ccccc1)N1CCC(O)(c2ccc3c(c2)OCO3)CC1
 : -6%	1%	7%	10%	2%	-2%	-31%	-1%
- O=[N+]([O-])c1ccc(Nc2ccc(Cl)cc2)nc1
 : 8%	-11%	x	7%	0%	4%	u	2%
- COc1ccc2c3c(cccc13)N(C)N=C2C
 : 0%	u	-9%	-15%	-10%	-25%	u	0%
- Cc1ccc(NC(=O)c2sccc2-n2cccc2)c(Cl)c1
 : -7%	-17%	x	-3%	-3%	1%	u	5%
- O=C(NC(=S)NCCCN1CCOCC1)c1cccc2ccccc12
 : 2%	9%	-4%	10%	-9%	4%	5%	-10%
- COc1ccc(NC(=O)Nc2ccccc2F)c(C)c1
 : -4%	4%	x	-1%	3%	12%	-1%	1%
- O=C(CN1CCC(NC(=O)Cc2ccccc2)CC1)Nc1ccccc1Br
 : 5%	9%	x	11%	8%	-5%	1%	-2%
- Cc1ccc(C(=O)N/C(=C/c2cccs2)C(=O)NCCCn2ccnc2)cc1
 : -9%	8%	-6%	5%	-3%	1%	-17%	1%
- COc1ccccc1CC(=N)N1C[C@@H]2C(=O)CCC(c3ccccc3)(c3ccccc3)[C@@H]2C1
 : -15%	x	x	12%	6%	7%	x	-5%
- O=C(Nc1cccc2c1C(=O)NC2=O)c1cccnc1Cl
 : -2%	7%	-7%	0%	-5%	u	-8%	x
- O=C(c1ccco1)N1CCN(S(=O)(=O)/C=C/c2ccccc2)CC1
 : u	7%	-5%	6%	10%	3%	6%	3%

Structures listed so far containing a COOH group (4):
Sequence of screens – ALDH1A1 inh	GAA glycogen mod	SMN2 splice up	GoLoco inh red	aGal spleen mod	KDM4E inh	GAA inhib	aGlu spleen mod
- Cc1cccc(NC(=O)c2cc(NC(=O)C3CC=CCC3C(=O)O)ccc2N2CCOCC2)c1 (stereo not given)
 : 3.2µM*	-1%	19%	8%	14%	-4%	-4%	-13%
- O=C(O)CN(CC(=O)O)CC(=O)O
 : -2%	x	6%	2%	-12%	x	x	4%
- C=CCOc1ccc(CC(=O)O)cc1Cl
 : 15%	x	x	-7%	8%&-3%	x	x	5%&-14%
- COc1cccc(-c2nnn(CCC(=O)O)n2)c1
 : 21%	4%	-7%	-13%	3%	-2%	-9%	-1%

Compound activity deposited in PubChem BioAssay by National Center for Advancing Translational Sciences (NCATS).

A portion of the library, so the mix of outcomes need not match the whole.
